# BCLXL inh – inhibitors of human Bcl-xL, primary screen, biochemical, fluorescence polarization, HTS; inhibition, % at 10.9 µM; 320,000 tested, 0.7% active; GST-Bcl-xL / FITC-Bim BH3 peptide fluorescence polarization; AID 2129, 2009;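 active = inhibition above the mean of all tested compounds plus 3 SD, cutoff set per campaign, cut at about 30% in these data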;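 note: 0% = DMSO wells and 100% = unlabeled Bim-BH3 peptide competitor; inhibitors lower millipolarization by displacing the labeled peptide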
# VLA-4 inh – inhibition in human VLA-4 binding assay, primary screen, VLA-4 allosteric modulator project, MLPCN library, flow cytometry, VLA-4 expressing cells; inhibition, % (about 7 µM as worked out from the volumes in the protocol); AID 2557, 2010; 330,000 tested, 0.2% active; ligand binding flow cytometry; in the data active = inhibition above about 50%
# Target sequence (P13612 whole entry, looked up): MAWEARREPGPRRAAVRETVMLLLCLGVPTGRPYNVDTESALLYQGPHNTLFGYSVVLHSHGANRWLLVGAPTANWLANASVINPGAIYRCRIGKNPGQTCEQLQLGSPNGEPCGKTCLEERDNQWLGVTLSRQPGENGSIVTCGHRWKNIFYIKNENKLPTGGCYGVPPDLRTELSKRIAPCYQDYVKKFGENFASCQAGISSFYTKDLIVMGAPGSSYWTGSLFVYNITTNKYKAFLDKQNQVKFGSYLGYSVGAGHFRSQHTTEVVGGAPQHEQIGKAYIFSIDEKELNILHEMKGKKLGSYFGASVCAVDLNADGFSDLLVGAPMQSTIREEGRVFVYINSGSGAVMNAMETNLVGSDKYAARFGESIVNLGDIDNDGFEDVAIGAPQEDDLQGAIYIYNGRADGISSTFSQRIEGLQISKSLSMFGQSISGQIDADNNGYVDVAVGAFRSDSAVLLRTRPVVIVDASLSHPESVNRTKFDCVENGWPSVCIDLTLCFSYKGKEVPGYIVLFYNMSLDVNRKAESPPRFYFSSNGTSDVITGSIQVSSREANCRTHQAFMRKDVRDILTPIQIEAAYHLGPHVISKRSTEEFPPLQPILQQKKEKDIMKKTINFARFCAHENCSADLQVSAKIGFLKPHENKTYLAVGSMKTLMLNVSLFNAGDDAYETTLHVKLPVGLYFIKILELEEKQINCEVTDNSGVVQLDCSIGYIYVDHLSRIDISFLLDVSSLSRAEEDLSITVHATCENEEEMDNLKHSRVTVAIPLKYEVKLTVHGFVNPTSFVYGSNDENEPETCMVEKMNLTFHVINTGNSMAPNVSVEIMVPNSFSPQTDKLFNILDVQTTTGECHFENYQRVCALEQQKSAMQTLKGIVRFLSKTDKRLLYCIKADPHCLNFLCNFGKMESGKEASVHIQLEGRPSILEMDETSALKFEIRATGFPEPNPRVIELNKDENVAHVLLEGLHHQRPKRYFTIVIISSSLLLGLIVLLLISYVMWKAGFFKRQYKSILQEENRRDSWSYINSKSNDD
# AGP1-GFP MLPCN – modulators of AGP1-GFP expression in yeast TOR pathway, primary screen, cell-based, multiplex flow cytometry, S. cerevisiae, MLPCN library; 3 h; GFP as percent of DMSO wells; GFP response vs DMSO, % at 10 µM; 320,000 tested, 0.02% active;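 active = GFP response relative to DMSO above a set limit, near screen average plus 3 SD, cut at about 150% in these data; inconclusive = fewer than 70 cells counted for the yeast strain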;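 note: median GFP channel fluorescence of the gated AGP1 strain per well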
# CIT2-GFP yeast – modulators of CIT2-GFP expression in yeast, primary screen, S. cerevisiae, GFP fusion, multiplex flow cytometry, MLPCN library | GFP response vs DMSO, % at 10 µM | AID 2029, 2009 | S. cerevisiae CIT2-GFP strain, 3 h; 100 means same as DMSO wells | 320,000 tested, 0.065% active;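 active = GFP response relative to DMSO above a set limit, near the screen mean plus 3 SD, cut at about 150% in these data; inconclusive = Fewer than 70 cells measured for a yeast strain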;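 note: ratio of well median GFP fluorescence to mean of DMSO wells on the plate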
# MCL1-BIM inh – inhibitors of MCL1 binding to BIM-BH3, primary screen, biochemical, fluorescence polarization. AID 2057, 2009. 320,000 tested, 0.68% active. inhibition, % at 10.9 µM. GST-MCL1 / FITC-Bim-BH3 fluorescence polarization;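 active = inhibition above the mean inhibition of all tested compounds plus 3 SD, set per campaign, cut at about 40% in these data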;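 note: 0% = DMSO wells and 100% = unlabeled Bim-BH3 peptide control; higher means more loss of mP so more displacement of Bim peptide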
# GRK2 aptamer HTS – compounds blocking aptamer binding on GRK2 – biochemical, human GRK2, bead flow cytometry, HTS, primary screen | Beta-adrenergic receptor kinase 1 (Homo sapiens), P25098 | FAM-aptamer displacement from GRK2 | inhibition of aptamer binding, % at 10 µM | 330,000 tested, 0.59% active;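 active = inhibition of aptamer binding above 40%, roughly 3 SD of noise, on plates passing a quality check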;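 note: median bead fluorescence of bound FAM aptamer so fluorescent compounds give negative values; no value below 0 was filed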
# MEX-5 binding – MEX-5 zinc finger RNA-binding disruptors – biochemical, C. elegans, fluorescence polarization, MLPCN library, primary screen; MEX-5/FITC-TCR2 RNA binding; stronger effect = lower value; activity score (negative = inhibition of binding), % at 10 µM; 300,000 tested, 0.38% active;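 active = inhibition past about -25% in most replicates, and total fluorescence under double the plate's negative control median, limit read from the data; inconclusive = replicates evenly split on the limit, or fluorescence at least double controls; inactive = too little inhibition in most replicates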;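 note: 0% = DMSO and -100% = 5 µM competing unlabeled TCR2 RNA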
# GLD-1 TGE inh – GLD-1/TGE RNA complex disruptors, primary screen, biochemical, fluorescence polarization | Female germline-specific tumor suppressor gld-1 (Caenorhabditis elegans), Q17339 | purified GLD-1 + fluorescein TGE RNA | inhibition, % at 5.96 µM | 320,000 tested, 0.44% active | AID 2280, 2010;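 active = percent inhibition above a per-plate cutoff, the plate mean of test compounds plus 3 SD, cut at about 30% in these data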;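 note: 0% = DMSO wells with GLD-1 and probe and 100% = wells lacking GLD-1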
# Fam108B inh – mouse Fam108B serine hydrolase inhibitors, primary screen, counter-screen for RBBP9 inhibitor project, biochemical, fluorescence polarization | 300,000 tested, 0.33% active | inhibition, % at 9.51 µM | recombinant Fam108B, FP-Rh probe fluorescence polarization;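 active = inhibition above the screen mean inhibition plus 3 SD, computed separately per campaign, cut at about 18% in these data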;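 note: inhibitors lower polarization as less probe binds the enzyme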
# Starred values were filed as active, the others as inactive; u = inconclusive; x = not tested or not shown.
SMILES,BCLXL inh,VLA-4 inh,AGP1-GFP MLPCN,CIT2-GFP yeast,MCL1-BIM inh,GRK2 aptamer HTS,MEX-5 binding,GLD-1 TGE inh,Fam108B inh
CC(=O)c1nn(-c2ccc(C)cc2)cc1C(=O)c1cccc(Br)c1,10,-3,107,97,7,x,-0.4,5,-1
CC1CCC(NC(=O)Cn2c(=O)[nH]c3ccsc3c2=O)CC1 (centres undefined),-1,1,109,114,2,2,0.1,3,3
O=C(N1CCOCC1)N1CCN(c2nc(-c3ccc(F)cc3)cs2)CC1,4,-15,91,90,6,0,0.1,7,-5
CN1CCN(C(=S)c2cn(Cc3ccccc3)c3ccccc23)CC1,7,6,98,100,7,0,-0.8,4,6
CCOc1ccc(-c2cc(N)n(S(=O)(=O)c3ccc(OC)c(OC)c3)n2)cc1,-2,36,105,102,1,1,1.2,6,-4
Cc1nc(-c2cccc(S(=O)(=O)N3CCCCC3)c2)cs1,-2,6,99,103,-5,1,2.0,-2,-2
CCOc1ccc(S(=O)(=O)c2c(C(=O)c3ccc(C)cc3)cnc3cc4c(cc23)OCCO4)cc1,1,10,94,99,4,1,-2.5,-1,-7
CC(=O)Nc1ccc(/C=C/c2noc(-c3ccccc3O)n2)cc1,10,18,95,97,7,0,2.5,-7,-11
Cc1cccc(C)c1NC(=O)CNC(=O)c1cccnc1,2,-2,96,x,2,4,-1.3,4,0
CC(C)CCn1c(Sc2nc3ccccc3s2)nc2c1c(=O)[nH]c(=O)n2C,3,10,102,89,2,1,0.5,12,2
Cn1c(=O)c(C(=O)CSc2nncs2)c(N)n(Cc2ccccc2)c1=O,1,-14,95,100,3,2,-1.3,-7,-4
COC(=O)C1=C(N)N(c2ccccc2C(F)(F)F)C2=C(C(=O)CCC2)C1c1ccc2c(c1)OCO2 (centres undefined),-1,1,101,100,0,2,-1.2,11,0
Cc1c(NC(=O)c2ccco2)cccc1C(=O)NN1C(=O)c2ccccc2C1=O,1,3,103,112,4,0,0.1,-5,-1
CC(=O)c1cccc(NCC(=O)Nc2cccc(S(=O)(=O)N3CCCCC3)c2)c1,-9,-4,102,93,-11,0,1.8,-4,-5
CC1(C)CC(C(CC(=O)O)c2ccccc2)CCO1 (centres undefined),1,15,102,95,3,3,0.5,4,-7
O=C(NCCCn1ccnc1)c1cc([N+](=O)[O-])cc([N+](=O)[O-])c1,11,4,100,106,4,1,-1.2,-5,2
COC(=O)c1ccc(/C=N/OCC(=O)NCc2ccc(F)cc2)cc1,-6,1,96,105,1,0,-0.5,3,-3
COc1cc(/C=C/C(=O)OCC(=O)NCc2ccc(F)cc2)ccc1O,x,12,102,103,x,1,x,-3,x
N#CC(c1ccccn1)c1ncc(C(F)(F)F)cc1Cl (centres undefined),5,-3,104,112,10,0,-0.3,-5,-4
O=C1c2ccccc2NC(c2ccco2)N1NS(=O)(=O)c1ccccc1 (centres undefined),9,-6,104,100,1,0,-0.2,-1,1
CCCC(C(=O)NC1CCCC1)N(Cc1ccccc1)C(=O)c1snc(C(N)=O)c1N (centres undefined),2,1,103,105,2,0,-1.2,-2,3
Clc1ccccc1-c1csc(Nc2cccnc2)n1,-5,15,103,94,-10,1,0.4,5,2
CCOC(=O)N1CCC(n2c(=S)[nH]c3cc(OCC)c(OCC)cc3c2=O)CC1,6,6,x,101,13,11,1.0,5,-2
CCc1c(C)nc(N)c(C#N)c1-c1ccccc1,3,19,98,100,0,0,1.9,-1,-2
C/C(=N/NC(=O)CNC(=O)COc1ccccc1)c1ccc(Cl)cc1,4,28,99,101,3,0,-0.2,-2,-2
CCOc1ccc(NC(=S)NC2CC3CCC(C2)N3Cc2ccco2)cc1 (centres undefined),5,21,92,94,9,0,2.2,1,3
Cc1ccnc(OC(C(=O)O)C(OCc2ccccc2)(c2ccccc2)c2ccc(C(F)(F)F)cc2)n1 (centres undefined),13,10,99,98,15,0,1.5,11,-4
CCOC(=O)c1c(CN2CCN(CCO)CC2)n(C)c2cc(Br)c(OC)cc12,1,11,112,116,-3,1,3.6,5,2
C[C@H](NC(=O)c1cc2c([nH]c3ccccc32)c(-c2ccccc2)n1)C(=O)O,11,0,98,96,7,1,-2.4,1,7
Cc1c(C(=O)Nc2ccc3c(c2)OCCO3)sc2nc(-c3ccccc3)cn12,0,1,96,88,1,0,-0.1,3,-2
CCN(CC)C(=O)CSc1nc2ccccc2c(=O)n1OC(C)C,7,-1,104,99,3,1,1.7,8,-1
CC(=O)Nc1ccc(C(=O)Nc2ccc(S(=O)(=O)N3CCOCC3)cc2)cc1,3,-1,89,100,5,4,2.3,-3,-1
COc1cc(OC)cc(-c2c(-c3ccc(F)cc3)c3cc(-c4ccc5[nH]ccc5c4)ccc3n2C)c1,-4,30,89,92,-4,0,x,-16,x
CC(SC#N)C(=O)C12CC3CC(CC(C3)C1)C2 (centres undefined),2,32,98,104,-3,11,-1.0,5,0
CC1CCCN(CC(O)CN)C1 (centres undefined),0,0,95,x,1,0,4.1,-1,9
COc1ccc(/C=C/C(=O)Nc2nnc(C(C)C)s2)cc1OC,1,-7,99,99,0,0,-2.0,1,-2
Cc1cc(NC(=O)CCC(=O)N(c2ccccc2)C(C)C(=O)NC2CCCC2)no1 (centres undefined),6,20,98,99,-1,0,-0.6,4,2
Cn1c(=N)n(CC(=O)O)c2ccccc21,3,9,107,112,-1,0,-0.5,5,0
C#CCN1C(=O)C(O)(c2c(C)[nH]c3ccccc23)c2ccccc21 (centres undefined),12,-1,100,92,14,1,3.1,8,0
COc1ccccc1N1C(=O)CCC1(C#N)c1ccccc1 (centres undefined),-2,23,101,105,-2,1,1.9,1,-1
COc1ccnc(CSC(N)=Nc2cccc(C(F)(F)F)c2)c1,18,1,89,86,18,4,0.6,17,1
N#Cc1cccc(C(=O)OCC(=O)NC(=O)NC2CCCCC2)c1,3,1,101,98,2,1,-0.8,8,-3
COC(=O)c1ccc(C2C(C#N)=C(N)Oc3cc(C)n(C)c(=O)c32)cc1 (centres undefined),1,-5,114,107,0,0,-11,2,5
O=C(CSc1nnc(-c2ccccn2)n1-c1ccc(Cl)cc1)Nc1ccc2c(c1)OCO2,-3,6,102,91,-8,0,1.9,5,0
CCOc1ccc(Cl)cc1CSc1ncn[nH]1,1,-5,99,101,0,1,0.6,3,-3
Cc1ccccc1OCC(=O)OC1CCN(C)CC1,1,-13,92,104,-1,0,1.5,-4,10
C[C@]12c3[nH]c4ccccc4c3CCN1C(=O)C(CC(=O)NCc1ccco1)C[C@@H]2C(=O)N1CCCCC1 (some centres undefined),x,-46,92,91,x,0,x,3,x
COc1ccc(C2CC(=O)c3c(ccc4ccccc34)N2)cc1OC (centres undefined),0,6,104,102,4,0,0.6,0,-3
CCOc1ccc(NC(=O)CSc2nnc(C3CC3)n2N)cc1,0,-5,106,105,-5,0,-4.0,4,2
O=C(Nc1ccc(Br)cc1)c1cc([N+](=O)[O-])cc([N+](=O)[O-])c1,3,14,98,105,11,0,-2.3,2,0
Cn1c2ccccc2c2ncn(CCC3=CCCCC3)c(=O)c21,4,-47,100,94,-3,3,-3.4,2,-2
COc1ccc(-c2nnc(N(C)C(=O)c3cccnc3)s2)cc1,-1,36,95,92,-12,0,0.4,6,-1
COc1ccc(C(C(=O)NC(C)(C)C)N(C(=O)CCC(=O)Nc2cc(C)on2)c2cccc(C)c2C)cc1 (centres undefined),1,0,96,104,2,2,1.6,-11,-1
C=CCNC(=S)Nc1ccc(N(C)C)cc1,4,9,98,98,9,4,-4.1,5,-2
CCOc1ccc(N(C)S(=O)(=O)c2cnc[nH]2)cc1,5,11,95,97,-1,0,-0.1,6,-2
C=C1c2ccccc2NC(=O)N1c1ccc(OC)cc1,8,-6,101,103,0,0,-2.1,6,-1
CC(C)Cn1c(SCC(=O)N2CCN(C(=O)c3ccco3)CC2)nc2ccccc2c1=O,5,-9,102,95,-4,1,1.0,2,3
COC(=O)C(C)Sc1nc2c(c(=O)n(C)c(=O)n2C)n1CCC(C)C (centres undefined),-5,8,86,86,-14,0,2.6,-5,-8
Cc1cc(C(=O)N/N=C/c2ccco2)n[nH]1,6,-2,102,107,2,2,1.1,1,-1
Cc1cc(C)c2oc(-c3ccc(C)c(NC(=S)NC(=O)c4cccs4)c3)nc2c1,1,21,92,94,5,0,-2.6,13,-1

# Three compounds out of the list, arranged by number of heavy atoms, falling:
SMILES,BCLXL inh,VLA-4 inh,AGP1-GFP MLPCN,CIT2-GFP yeast,MCL1-BIM inh,GRK2 aptamer HTS,MEX-5 binding,GLD-1 TGE inh,Fam108B inh
CCOc1ccc(NC(=O)CSc2nnc(C3CC3)n2N)cc1,0,-5,106,105,-5,0,-4.0,4,2
O=C(Nc1ccc(Br)cc1)c1cc([N+](=O)[O-])cc([N+](=O)[O-])c1,3,14,98,105,11,0,-2.3,2,0
Cc1cc(C(=O)N/N=C/c2ccco2)n[nH]1,6,-2,102,107,2,2,1.1,1,-1

# Next entries.
SMILES,BCLXL inh,VLA-4 inh,AGP1-GFP MLPCN,CIT2-GFP yeast,MCL1-BIM inh,GRK2 aptamer HTS,MEX-5 binding,GLD-1 TGE inh,Fam108B inh
O=C(NCCc1ccccc1)c1nnc(CS(=O)(=O)c2ccccc2)o1,6,-2,95,93,5,0,-0.8,0,-4
CC1(NC(=O)/C=C/c2nc3ccccc3s2)CCS(=O)(=O)C1 (centres undefined),13,-33,98,92,24,8,x,-1,x
Cc1cccc(CC(=O)NC2CCN(C)CC2)c1,-5,7,104,107,-5,4,-1.3,-5,5
CCNC(=O)NC(=O)C(C)OC(=O)C1CCN(S(=O)(=O)c2ccccc2F)CC1 (centres undefined),1,14,101,107,7,1,1.5,2,1
Cc1cc(SCc2ccc(Cl)c(Cl)c2)nc(=O)[nH]1,8,2,100,100,7,1,-0.3,-2,1
CCCCOC(=O)c1ccc(NC(=S)NC(=O)c2c(Cl)cnn2CC)cc1,7,-5,x,u,9,5,-2.0,5,-4
Cc1cc(C)cc(OCC(=O)Nc2ccc(F)cc2)c1,3,15,95,98,5,0,3.4,1,-1
CCOC(=O)c1nnn(-c2nc(OC)nc(N(C)C)n2)c1-c1ccccc1,5,-1,103,103,0,0,-0.8,-4,-3
CC(=O)N1CCCC(N2CCN(c3cccc(C(F)(F)F)c3)CC2)C1 (centres undefined),0,-49,101,104,7,0,3.6,-5,6
N#CC(C#N)=Cc1c[nH]c(=O)c(C#N)c1Nc1ccccc1,56*,19,u,u,55*,3,-17,26,1
NNC(=O)C=C1CCN(c2ncc(C(F)(F)F)cc2Cl)CC1,4,7,97,100,-3,4,-2.8,0,4
CC(C)CN(CCCNC(=O)CN1N=C(c2ccc(Cl)cc2)CCC1=O)CC(C)C,-3,-6,95,104,5,0,0.4,-2,-4
CC(C)CC(OC(=O)c1cccs1)C(=O)NCc1ccco1 (centres undefined),4,-2,x,93,1,1,2.7,-10,-5
CCn1c(=O)cc(SCC(=O)NCCCN2CCC(C)CC2)c2ccccc21,9,-1,102,99,16,0,2.5,-3,-3
